# High-throughput results: PubChem, National Center for Advancing Translational Sciences (NCATS)
# FUS yeast rescue: suppressors of FUS proteinopathy in yeast | S. cerevisiae FUS-expressing, growth rescue, OD600, 24 h | Potency, µM (titrated, usually from 76.6 µM), without a hit: top-dose growth rescue (activation), actives largely listed as activators | actives 0.24% (n = 390,000) | AID 1347120;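 also: potency is read from the fitted curve at half-maximal effect; plate controls were DMSO vehicle for no effect and reference control for full effect; nearly all actives have a fitted effect of over 55% in size; some results filed as inactive show a strong effect at the top dose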
#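 Cultures pregrown in 2.5% raffinose medium are shifted to minimal medium containing 2% galactose to express toxic FUS. Compounds are tested at several concentrations. After 24hr at 30C, growth is quantified at 600 nm absorbance.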
# GLP-1R agonist: agonists of human GLP-1 receptor; P43220; HEK293 GLP-1R CRE-luciferase, luminescence, 4-6 h; cells express a hypersensitive GLP-1R form; Potency, µM (highest dose often 45.6 µM), for the others: at the highest dose activation, actives largely listed as activators; actives 0.007% (n = 380,000); AID 624172; also: potency is read from the fitted curve at half-maximal effect; % of control where 0% means no effect
# Target sequence (P43220 whole entry, looked up): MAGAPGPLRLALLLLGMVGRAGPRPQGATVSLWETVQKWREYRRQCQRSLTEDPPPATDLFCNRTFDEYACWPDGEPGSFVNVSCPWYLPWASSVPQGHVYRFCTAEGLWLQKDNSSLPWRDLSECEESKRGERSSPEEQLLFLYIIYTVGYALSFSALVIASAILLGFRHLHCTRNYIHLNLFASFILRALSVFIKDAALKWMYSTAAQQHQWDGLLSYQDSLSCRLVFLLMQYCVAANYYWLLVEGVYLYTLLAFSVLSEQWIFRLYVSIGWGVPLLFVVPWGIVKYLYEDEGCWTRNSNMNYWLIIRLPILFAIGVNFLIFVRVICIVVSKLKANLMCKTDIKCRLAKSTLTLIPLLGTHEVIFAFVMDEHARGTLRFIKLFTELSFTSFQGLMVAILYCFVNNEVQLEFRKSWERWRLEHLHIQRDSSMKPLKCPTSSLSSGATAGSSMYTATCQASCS
# D3 antag: D3 dopamine receptor (human) antagonism | P35462 | actives 2.5% (n = 360,000) | D3R cells, DiscoveRx beta-arrestin luminescence, antagonist mode; stronger effect = lower value | max response, negative = inhibition, %; in the data active = max response below about -50%; inconclusive = no clear call, values can overlap the other calls; also: % is scaled to controls: 0 for no effect and ±100 for the full control effect; mostly tested at two doses, the higher about 12 µM
# Target sequence (P35462 whole entry, looked up): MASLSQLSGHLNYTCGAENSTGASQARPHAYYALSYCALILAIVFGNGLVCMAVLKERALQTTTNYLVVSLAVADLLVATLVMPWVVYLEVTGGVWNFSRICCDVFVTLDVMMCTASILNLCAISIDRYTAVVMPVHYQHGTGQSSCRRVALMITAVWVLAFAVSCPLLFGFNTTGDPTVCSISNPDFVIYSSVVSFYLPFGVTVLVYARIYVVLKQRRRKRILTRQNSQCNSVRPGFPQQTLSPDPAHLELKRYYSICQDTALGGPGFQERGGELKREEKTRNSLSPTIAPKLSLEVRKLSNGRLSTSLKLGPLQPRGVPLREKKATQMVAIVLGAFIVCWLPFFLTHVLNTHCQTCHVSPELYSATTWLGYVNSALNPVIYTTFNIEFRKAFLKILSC
#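 Cells expressing the human receptor were seeded at 1500 cells/well, incubated overnight at 37 degrees C in 5% CO2, then exposed to library compounds with dopamine controls for 90 minutes at 37 degrees C before luminescent detection.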
# aSyn rescue: rescues yeast growth from alpha-synuclein toxicity | actives 0.14% (n = 370,000) | Yeast expressing alpha-synuclein, growth rescue, BacTiter-Glo, 24 h | Potency, µM (series often up to 46.1 µM), for inactives: at the top dose growth rescue (activation), most hits filed as activators; also: potency is read from the fitted curve at half-maximal effect; % of control where 0% means no effect; nearly all actives have a fitted effect of over 65% in size
#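 Rescue of yeast growth: cells expressing toxic alpha-synuclein, induced in galactose at OD600 0.02, incubated with compound 24 h at 30 C. ATP luminescence quantified growth; inhibitors of toxicity appear as activators.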
# TDP43 rescue: inhibitors of TDP-43 toxicity in yeast. TDP-43 expressing yeast growth rescue, BacTiter-Glo, 24 h. Potency, µM (titrated, usually from 46.1 µM), for inactives: at the highest dose growth rescue (activation), hits mostly activators. actives 1.8% (n = 410,000); also: potency is read from the fitted curve at half-maximal effect; % of control where 0% means no effect; nearly all actives have a fitted effect of over 50% in size
#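 Readout is BacTiter-Glo luminescence of cell growth, so inhibitors register as activators. TDP-43-expressing yeast at OD600=0.02 in galactose medium, after raffinose pregrowth to mid-log, were incubated with compound for 24 hr at 30 deg C.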
# PTHR1 ag: agonists of human PTHR1 parathyroid hormone receptor. actives 0.075% (n = 410,000). HEK293 GP2 PTHR1 cells, GloSensor cAMP luminescence, 1 h. Potency, µM (titrated, usually from 115 µM), inactives show at the top dose activation, usual class: activators. AID 743266; also: potency is read from the fitted curve at half-maximal effect; nearly all actives have a fitted effect of over 55% in size; some results filed as inactive show a strong effect at the top dose; inactives centre near -15; many of its hits are not listed in these tables
#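 HEK-293-derived GP2 cells expressing PTHR1 and a GloSensor cAMP reporter, 3,000/well, plated overnight, given luciferin plus IBMX (each 0.5 mM as added) for 1 h at 37 °C, then compound for 1 h at 37 °C. Luminescence was read after 15 min at room temperature.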
# Abeta rescue: restores growth of yeast expressing A-beta42 peptide | yeast expressing A-beta42, growth rescue, OD600, 48 h; response scale: 0% DMSO, 100% iron-clioquinol control | AID 1347071 | Potency, µM (top dose mostly 46.1 µM), for the others: top-dose growth rescue, actives largely listed as activators | actives 0.063% (n = 410,000); also: potency is read from the fitted curve at half-maximal effect; nearly all actives have a fitted effect of over 55% in size
#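 Growth rescue measured by 600 nm absorbance after 48 h yeast culture at 30 C with compound. Values normalized between DMSO and an equimolar ferric chloride plus clioquinol control.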
# GLP-1R inv ag: acts as inverse agonist at human GLP-1 receptor; P43220; HEK293 GLP-1R CRE-luciferase, luminescence, 24 h; GLP-1R form is constitutively active; Potency, µM (highest dose often 38.3 µM), without a hit: top-dose activity change, negative = inhibition, hits mostly inhibitors; actives 1.6% (n = 410,000); AID 624417; also: potency is read from the fitted curve at half-maximal effect; % is scaled to controls: 0 for no effect and ±100 for the full control effect; nearly all actives have a fitted effect of over 55% in size
#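 qHTS in 1536-well format: reporter HEK293 cells expressing constitutive GLP-1R activity in DMEM + 10% Nu serum, 24 hr with compounds at 37 deg C, luminescence read after 12 min with detection reagent.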
# pAkt inh: inhibitors of Akt phosphorylation. activity change, % for hits at 50 µM. AID 651550. actives 0.32% (n = 360,000). Neuro2A IGF-stimulated pAkt S473 HTRF, 20 min; stronger effect = lower value; in the data active = activity change below about -80%; inconclusive = mostly about -51% to -80%; also: % is scaled to controls: 0 for no effect and ±100 for the full control effect
#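 Neuro2A cells in DMEM with 0.5% FBS, overnight at 37 deg C, given compound at single 50 µM final, then IGF (6 nM final) for 20 min at 37 deg C. Lysed; phospho-Akt Ser473 by HTRF after 24 h, 665/615 ratio.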
# The depositor's hits bear a star; i = inactive; ? = inconclusive; . = no result given; & = joins results of further samples; [ ] = remark or other dose. Unless noted, calls follow the shape of the dose curve; as a rule, active = well fitted curve in the direction sought with a large enough effect; inconclusive = small, poorly fitted or top-dose-only effect, or another doubt; inactive = no such curve, though single readings can be large; an effect the other way counts as inactive or inconclusive. An excerpt; count on the stated rates, not on these rows.
Structure | FUS yeast rescue | GLP-1R agonist | D3 antag | aSyn rescue | TDP43 rescue | PTHR1 ag | Abeta rescue | GLP-1R inv ag | pAkt inh
Cc1ccc(/C=C2/SC(=O)N(CC(=O)N3CCOCC3)C2=O)s1 | . | 0% | 9 | -6% | -6% | i | -3% | 9% | i
Cc1ccc(C(CC(=O)O)Nc2nc(N3CCCCC3)nc(N3CCCCC3)n2)cc1 (configuration not stated) | ? | -2% | 0 | -2% | -7% | i | -16% | ? | i
CCOc1ccccc1NC(=O)C1CCCCN1S(=O)(=O)c1ccc(F)cc1 (configuration not stated) | 17% | 7% | 6 | -2% | 5% | -8%[57.5 µM] | -22% | -20% | i
Cc1ccc(C)c(S(=O)(=O)Nc2ccc(S(=O)(=O)Nc3ncccn3)cc2)c1 | -19% | -3% | -8 | ? | -2% | i | -18% | 11% | i
CC(=O)O[C@H]1C[C@@H]2CC[C@@H]3[C@H](CC[C@@]4(C)[C@H]3C[C@H]([N+]3(C)CCCCC3)[C@@H]4OC(C)=O)[C@@]2(C)C[C@@H]1[N+]1(C)CCCCC1 | -20% | 2% | -24 | 5%&5% | -1% | -4% | -16% | 12% | i
COc1cc(OC)cc(C(=O)NCc2ccc3c(c2)OCO3)c1 | 20% | 8% | -11 | -7% | ? | i | 29% | 43%[activator] | i
COC(=O)c1ccc(NC(=O)CC2C(=O)N(c3ccc(F)cc3)C(=O)N2Cc2ccc(OC)cc2)cc1 (configuration not stated) | 34% | . | . | . | 8% | i | -2% | 9% | .
Cc1c(=O)n(OCc2ccccc2)c2ccccc2[n+]1[O-] | -1% | 1% | -15 | 1% | 19% | i | 8% | 21% | i
Cc1cc(N2C(=O)C(O)=C(C(=O)c3ccc(C)o3)C2c2ccc(OCc3ccccc3)cc2)no1 (configuration not stated) | 29% | 0% | -27 | -1% | -12% | i | -17% | -1% | i
CCOC(=O)C1CCCN(CC(=O)N(C)c2c(N)n(Cc3ccccc3)c(=O)[nH]c2=O)C1 (configuration not stated) | -10% | 0% | -1 | -7% | -15% | -11% | -16% | 16% | i
Cn1ccsc1=NC(=O)c1ccc(OC(F)(F)F)cc1 | -3% | 5% | -2 | -11% | 8% | -24% | -1% | 5% | i
COc1ccc(/C=N/NC(=O)C(C)n2cnc3ccccc3c2=O)cc1OC (configuration not stated) | 15% | ? | 9 | 5% | 20% | i | -2% | 170%[activator] | i
Cn1ncc(Cl)c1C(=O)Nc1ccc(CN2CCCCC2)cc1 | 17% | -1% | -11 | -1% | -6% | -10% | -3% | -28% | i
COc1ccc(C(CNC(=O)c2cccc(S(=O)(=O)N(C)c3ccccc3)c2)N2CCCC2)cc1 (configuration not stated) | 16% | 7% | -66* | -7% | 7% | -90%[inhibitor] | -3% | ? | i
COc1ccc(C(=O)Nc2nnc(-c3ccco3)s2)cc1 | 3% | 0% | 11 | -18% | 13% | -79%[inhibitor][57.5 µM] | -7% | ? | i
COc1ccc(OC)c(S(=O)(=O)Nc2cc3c4c(c2)CCN4C(=O)CC3)c1 | 5% | ? | -7 | -5% | -28% | 5% | -3% | 45%[activator] | i
Cc1ccc(N2C(=O)CSC23C(=O)N(CC(=O)Nc2ccc(C)cc2C)c2ccccc23)cc1 (configuration not stated) | -4% | -7% | . | -12% | 12% | i | -3% | ? | .
CCC[C@@H](CN1CCC[C@H]1CN1C(N)=NC[C@@H]1Cc1ccccc1)N1C[C@@H]([C@H](C)CC)N(CCCC2CCCC2)C1=N | 17% | -3% | -97* | -37%[inhibitor] | ? | -24% | -21% | ? | i
Cc1cc([N+](=O)[O-])nn1CCCC(=O)Nc1cc(Oc2ccc(F)cc2)cc([N+](=O)[O-])c1 | . | -3% | -27 | -5% | 23% | -6% | -5% | 7% | i
COc1cc2c(cc1OC)CN(CCC(C)c1ccc(Cl)cc1)CC2 (configuration not stated) | 10% | 0% | -91* | -2% | -1% | i | 17% | ? | i
COC(=O)C1=C(N)Oc2cc(C)[nH]c(=O)c2C1c1ccncc1 (configuration not stated) | -7% | 0% | 33 | 1% | -2% | -8%[57.5 µM] | 10% | 1% | i
CCN(CC)CCOc1cc2c(nn1)Oc1ccccc1N2C | 8% | 2% | ? | 0% | -14% | i | -11% | 0% | i
Clc1ccccc1N1CCN(Cc2nnc(-c3ccccc3)o2)CC1 | 21% | . | . | . | ? | -19% | 6% | ? | .
COc1cccc(-c2csc(N3CCN(C(=O)Nc4ccccc4Cl)CC3)n2)c1 | ? | -2% | 13 | 2% | ? | -45%[inhibitor] | 10% | ? | i

# Structural class: those above with a furan ring, fused or not.
Structure | FUS yeast rescue | GLP-1R agonist | D3 antag | aSyn rescue | TDP43 rescue | PTHR1 ag | Abeta rescue | GLP-1R inv ag | pAkt inh
Cc1cc(N2C(=O)C(O)=C(C(=O)c3ccc(C)o3)C2c2ccc(OCc3ccccc3)cc2)no1 (configuration not stated) | 29% | 0% | -27 | -1% | -12% | i | -17% | -1% | i
COc1ccc(C(=O)Nc2nnc(-c3ccco3)s2)cc1 | 3% | 0% | 11 | -18% | 13% | -79%[inhibitor][57.5 µM] | -7% | ? | i

# Next part
Structure | FUS yeast rescue | GLP-1R agonist | D3 antag | aSyn rescue | TDP43 rescue | PTHR1 ag | Abeta rescue | GLP-1R inv ag | pAkt inh
Cc1ccccc1Cn1c(CN2CCN(C(=O)c3ccco3)CC2)nc2c1c(=O)n(C)c(=O)n2C | 15% | 0% | -9 | 0% | 23% | i | 3% | -10% | i
CCc1nc2ccc(C(=O)NCC3CCCCC3)cn2c1N(C)Cc1ccc(OC)cc1 | 12% | -2% | 1 | -5% | 21% | -23% | 5% | ? | i
Fc1cccc2sc(Nc3nc4cc5c(cc4s3)OCCO5)nc12 | 1% | -12% | 12 | 0% | -5% | i | 5% | ? | i
CCn1cc(C(=O)NCCCOC(C)C)c(=O)c2cc(S(=O)(=O)N3CCOCC3)ccc21 | 7%&8% | 15%&2% | 1 | 2% | 2%&-2% | -41%[inhibitor] | -5% | 17%&17% | i
CC(=O)c1cc2c(=O)c3ccccc3oc2nc1C | 1% | -11% | -7 | 2% | 6% | -21%[57.5 µM] | 1% | 14% | i
COc1ccc(OC)c(C2c3[nH]c4ccccc4c3C[C@H]3C(=O)N(C4CC4)CC(=O)N23)c1 (some centres not stated) | 16% | 0% | -1 | -6% | 1% | -2% | -13% | -8% | i
CSc1ccc(/C=N/N2CCN(C)CC2)cc1 | -18% | -3% | 12 | 1% | 11% | i | 14% | ? | i
O=[N+]([O-])c1cccc(COc2ccccc2CO)c1 | 17% | 18% | -22 | -5% | ? | i | -9% | 15% | i
CNS(=O)(=O)c1cc(NC(C)=O)c(C)cc1C | -11% | 4% | -14 | -1% | 4% | i | -5% | 6% | i
O=C(CN1C(=O)C2CC=CCC2C1=O)Nc1nnc(SCc2ccc(F)cc2)s1 (configuration not stated) | 52% | 2% | -12 | -3% | -7% | i | -5% | 2% | i
COc1ccc(C(=O)c2ccc(OC)c(OC)c2)cc1 | -4% | 23% | 13 | 0% | 13% | i | -9% | 165%[activator] | i
COc1ccc(CN(C)CC(=O)c2c(N)n(Cc3ccccc3)c(=O)n(C)c2=O)c(OC)c1 | 1% | -2% | -5 | 10% | -18% | -7%[57.5 µM] | -8% | -26% | i
O=[N+]([O-])c1cc([N+](=O)[O-])c2cc(-c3cccnc3)[nH]c2c1 | 1% | 14% | -10 | 0% | -8% | -7% | 11% | 15% | i
CN(CCC#N)C(=O)COC(=O)c1ccc(Cl)c(S(=O)(=O)N(C)c2ccccc2)c1 | 7% | 2% | 6 | 2% | -1% | i | -4% | 8% | i
Cc1ccc(CNC(=O)COC(=O)C2CC2)cc1 | -11% | 17% | 2 | -2% | 7% | i | -9% | 11% | i
Cc1ccc(NC(=S)NCC2CCCO2)c(OC(F)F)c1 (configuration not stated) | . | -8% | -9 | 2% | 1% | i | 6% | -4% | i
Cc1[nH]c2ccccc2c1CCC(N)=O | 26% | -4% | -18 | -5% | 0% | -5%[57.5 µM] | -13% | 6% | .
O=C(COc1cccnc1[N+](=O)[O-])Nc1cccc(S(=O)(=O)N2CCCCC2)c1 | . | 1% | 3 | -8% | -18% | -19% | 10% | 22% | i
CCN(C(=O)COC(=O)c1c(C)nn(-c2ccccc2)c1C)C1CCS(=O)(=O)C1 (configuration not stated) | 15% | 7% | 12 | -1% | -9%[9.22 µM] | i | -12% | 3% | i
CCS(=O)(=O)c1ccc2oc(SCC(=O)NCCc3ccccc3)nc2c1 | 8% | 6% | -10 | -8% | -19% | -20% | -7% | 21% | i
Cc1cc(=O)n2nc(N3CCC(C(=O)Nc4c(C)cccc4C)CC3)sc2n1 | 11% | . | . | . | 11% | -25% | -11% | 15% | .
O=C(NCC1OCCCN1S(=O)(=O)c1cc(F)ccc1F)C(=O)NC1CCCC1 (configuration not stated) | . | 7% | 1 | -8% | 18% | -9% | 8% | 3% | i
Cc1c(Nc2nc3ccccc3nc2NS(=O)(=O)c2ccccc2)c(=O)n(-c2ccccc2)n1C | 15% | 0% | 2 | 1% | -9% | -3% | -9% | 19% | i

# An excerpt from above in order of the GLP-1R inv ag value, highest first.
SMILES	GLP-1R inv ag
CCS(=O)(=O)c1ccc2oc(SCC(=O)NCCc3ccccc3)nc2c1	21%
Cn1ccsc1=NC(=O)c1ccc(OC(F)(F)F)cc1	5%
CCN(CC)CCOc1cc2c(nn1)Oc1ccccc1N2C	0%
Cc1cc(N2C(=O)C(O)=C(C(=O)c3ccc(C)o3)C2c2ccc(OCc3ccccc3)cc2)no1 (configuration not stated)	-1%
Cc1ccccc1Cn1c(CN2CCN(C(=O)c3ccco3)CC2)nc2c1c(=O)n(C)c(=O)n2C	-10%
CCOc1ccccc1NC(=O)C1CCCCN1S(=O)(=O)c1ccc(F)cc1 (configuration not stated)	-20%
